Screening data (PubChem)
Htt clearance = clearance of mutant huntingtin inclusions, primary screen, imaging, HeLa Exon1htt(103Q)mCFP, confocal imaging; aggregate imaging; zero = plate's median compound well; inhibition, % at 1.5 µM; 47,000 compounds, 0.42% hits;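 active = inhibition of aggregate fluorescence above about 70%, also judged a hit by eye on the cell image, limit read from the data, passing the limit was not always enough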;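 note: cells exposed to compound for three days before fixation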
Htt clearance grain fraction = recorded beside Htt clearance, whose call it bears; fraction fluorescence in grains; measured here: aggregate grain fluorescence fraction; hits give low values;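 scaled fraction of total cell fluorescence in grains with unit not stated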
Starred values were filed as active, the others as inactive. These rows are one share of the data (hit frequency here may not be typical).

cpd	mol	Htt clearance grain fraction	Htt clearance
1	O=C(O)CCC(=O)N(Cc1ccco1)c1nc(-c2ccccc2)cs1	16.1	21.9
2	CCCCCCCCOc1ccc(C2OC34CCCCC3C(C#N)(C#N)C2(C#N)C(=N)O4)cc1 (stereo not given)	54.8	-30.2
3	CCOc1ccc(-c2cc(C)n3nc(C(N)=O)cc3n2)cc1	21.2	-5.5
4	Cc1nnc(SCc2cc(=O)[nH]c(Nc3nc(C)c4ccccc4n3)n2)s1	15	27.1
5	FC(F)(F)C1=CC(c2ccc(Br)cc2)=NCCN1	52.4	-24.5
6	COc1ccc(NC(=O)C2CC(=O)NC(Nc3cccc(C)c3)=N2)cc1 (stereo not given)	14.2	32.8
7	COc1ccc(C(N)=O)cc1N	18.7	13.1
8	CCCn1c(SCC(=O)N2c3ccccc3CCc3ccccc32)nc2c1c(=O)n(C)c(=O)n2C	41	5.3
9	O=C(/C=C/Nc1ccc(F)c(Cl)c1)c1ccco1	16.8	12.9
10	COc1ccccc1-c1cc(C(=O)Nc2c(F)cc(F)cc2Br)no1	14.9	16.7
11	CCSc1nnc(NC(=O)c2ccco2)s1	64.8	-46.7
12	CC1=C(C(=O)Nc2ccccn2)C(c2ccccc2)n2ncnc2N1 (stereo not given)	45.4	-26.4
13	Cc1cc(=O)oc(C)c1C(=O)NCCNC(=O)c1c(C)cc(=O)oc1C	44.6	-28.8
14	O=c1c2ccccc2nc(-c2ccoc2)n1CCc1ccccc1	8.89	53.5
15	CCOCCCNC(=O)C(NC(=O)CNC(C)=O)c1ccc(Cl)cc1 (stereo not given)	29.6	22.3
16	O=C(NCc1cccnc1)Nc1ccccc1F	10.3	45.1
17	CCOC(=O)C1=C(Cc2ccc(Cl)cc2)C(=O)c2ccccc2C1=O	13.4	28.0
18	C=CCSC1=C(C#N)C(c2cc(Br)c(O)c(OC)c2)CC(=O)N1 (stereo not given)	56.5	-50.5
19	O=C(NCc1ccccc1F)C1CCCN(C(=O)NC2CCCCC2)C1 (stereo not given)	30.8	9.7
20	Cc1cc(C)cc(N2CCCn3c2nc2c3c(=O)n(CC(=O)OCc3ccccc3)c(=O)n2C)c1	59.5	-37.1
21	O=C(c1ccccc1)c1cccc(NC(=O)c2ccco2)c1	36.9	-1.6
22	COc1ccccc1Nc1nc(N)nc(CSc2nncn2C)n1	45	-18.5
23	CC1CCCCN1S(=O)(=O)c1cccc2cccnc12 (stereo not given)	36.8	-2.9
24	COc1ccc2nc(C)cc(N3CCOCC3)c2c1	31.9	-68.1
25	CCOC(=O)c1sc2nc(CC(=O)OC)nc(N3CCN(c4ccccn4)CC3)c2c1C	42.8	-28.8
26	COc1ccc(CCNC(=O)CSc2nc(N)c3c(C)c(C)oc3n2)cc1OC	15.6	22.5
27	CCOC(=O)c1c(NC(=O)c2nn(CC)cc2Br)c(C#N)cn1-c1ccccc1	19.2	-4.0
28	COC(=O)c1cccc(NC(=O)CSc2nnnn2C)c1	47.2	-40.9
29	Cc1cc(NC(=O)CCC(=O)N(Cc2ccco2)C2(C(=O)NC3CCCCC3)CCN(C)CC2)no1	33.3	9.7
30	COC(=O)C1=[N+]([O-])OC(C(=O)OC)C1c1c[nH]c2ccccc12 (stereo not given)	31.1	11.1
31	O=C(CNS(=O)(=O)c1cccs1)N1CCN(c2ccccn2)CC1	27.6	-32.4
32	COC(=O)c1ccc2nc(C)c(C)nc2c1	14.6	31.6
33	CCOC(=O)C1=C(N)OC2=C(C(=O)CC(C)(C)C2)C1c1cccnc1 (stereo not given)	18.1	40.4
34	Cc1ccc(NS(=O)(=O)c2ccc(C(=O)N3CCCN(C)CC3)cc2)cc1	21.9	35.8
35	CCOc1ccccc1NC(=O)CSc1nnc2c(CC)c(C)nc(N)n12	11.7	30.1
36	Cc1ccccc1NC(=O)Nc1ccccc1C(=O)NCc1ccccc1	28.9	27.5
37	OCCn1c(SC2CCCCC2)nc2ccccc21	16.4	20.0
38	O=C1NCCN1Cc1ccccc1F	32.5	19.8
39	COc1ccc(N2CCN(c3ccc(N)cc3C#N)CC2)cc1	32.7	-65.6
40	O=C(Cn1c(=O)oc2cc(S(=O)(=O)N3CCc4ccccc43)ccc21)NC1CCCC1	122	-152.2
41	OCCCCNCc1ccc(OCc2ccc(Cl)cc2Cl)cc1	25.9	33.4
42	CC(C)(CO)Nc1nc(Nc2ccccc2)nc(Nc2ccccc2)n1	19	5.0
43	O=C(Oc1ccc2c(c1)OCO2)c1ccncc1	33.7	-17.7
44	CNC(=O)CSc1nnnn1-c1cc(C)ccc1C	13.7	31.4
45	O=C1NC2(CCCCC2)N=C1c1ccc(F)cc1	34.1	-0.6
46	CCOC(=O)/C(C(N)=NCc1ccco1)=C(/O)c1ccccc1	17.4	-8.1
47	CC(=O)NC(Cc1ccc(F)cc1)C(=O)N1CCN(C(=O)NCc2ccccc2)CC1 (stereo not given)	30.6	-65.7
48	COc1ccc(-c2nnc(-c3cc(OC)c(OC)c(OC)c3)o2)cc1OC	17.5	9.8
49	CC(C)OCCCNc1ncc2c(n1)CC(c1ccc(N(C)C)cc1)CC2=O (stereo not given)	25.4	-40.6
50	COc1ccc(Cc2nc3ccc(S(=O)(=O)N4CCOCC4)cc3[nH]2)cc1	28.2	28.9
51	CCCCC(=O)Nc1nnc(-c2ccc(OC)cc2)s1	24.3	-20.8
52	COc1ccc2nc3c(cc2c1)c(NC(=O)c1cccs1)nn3CC(C)C	26.4	26.8
53	CN(c1ccc(C(=O)NC2CC2)cc1)S(=O)(=O)c1ccccc1	9.65	49.4
54	Cc1nn(C)c(C)c1/C=N/O	45.7	-116.0
55	O=C(Cc1cccc2ccccc12)Nc1ccccc1C(=O)O	32.5	-16.4
56	CC(=O)c1cccc(NC(=O)NC(C)c2ccncc2)c1 (stereo not given)	14.4	22.2
57	O=C(Cn1nnc2ccccc2c1=O)Nc1cc(C(F)(F)F)ccc1N1CCOCC1	40.5	-5.4
58	c1ccc(-n2ncc3c2ncn2nc(-c4ccco4)nc32)cc1	11.2	42.8
59	COc1ccc(CC(=O)Nc2ccc(S(=O)(=O)Nc3cc(C)on3)cc2)cc1	26.6	13.4
60	CCCCNCCOCCOc1ccc(F)cc1	33.2	18.5

Single records, as listed above. Order of values: Htt clearance grain fraction	Htt clearance
OCCCCNCc1ccc(OCc2ccc(Cl)cc2Cl)cc1 in the list: 25.9	33.4
Cc1cc(=O)oc(C)c1C(=O)NCCNC(=O)c1c(C)cc(=O)oc1C in the list: 44.6	-28.8

The list continues:
cpd	mol	Htt clearance grain fraction	Htt clearance
61	Cc1ccc(-c2nn(C)c(=O)c3ccccc23)cc1S(=O)(=O)NCCO	22.9	-22.0
62	Cc1cc(C)c2c3c(sc2n1)C(=O)N(C)CC(=O)N3	37.7	1.8
63	O=C1Cc2ccccc2C(=O)N1Cc1ccccc1	12.7	36.8
64	CN(C1CCCCC1)S(=O)(=O)c1ccccc1	19.1	3.5
65	CCC(Oc1ccc2ccccc2c1)C(=O)O (stereo not given)	27	-33.8
66	COc1ccc(CNC(=O)c2ccc3nccnc3c2)cc1	18.5	39.9
67	O=C(NCCCN1CCN(Cc2ccccc2)CC1)C1CCN(S(=O)(=O)N2CCCC2)CC1	27.6	25.0
68	c1cnc(-c2nnc3n2CCCCC3)cn1	33.4	13.1
69	O=c1c2sc3nc(N4CCOCC4)c4c(c3c2nnn1Cc1ccccc1)CCCC4	46.3	-58.3
70	CCOc1ccccc1NC(=O)c1ccc(S(=O)(=O)N2CCOCC2)cc1	35.4	3.6
71	CCc1nnc(NC(=O)CSc2nnc(-c3ccoc3C)n2-c2cccc(C)c2)s1	21.4	-2.8
72	Nc1nc2ccc(C(=O)Nc3ccccc3)cc2s1	47	-37.6
73	COC(=O)C1=C2SC(C)C(=O)N2C(N)=C(C#N)C1c1cc(OC)c(OC)c(OC)c1 (stereo not given)	31.6	14.0
74	Nc1nc(SCC(=O)Nc2ccccc2Sc2ccc(Cl)cc2)n[nH]1	52.4	-30.4
75	COc1ccc(CCNC(=O)c2nnn(-c3ccccc3OC)c2N)cc1OC	37.5	-9.6
76	Cc1cc(C)c2nc(C(F)(F)F)nc(N3CCN(C(=O)c4ccco4)CC3)c2c1	20.2	-8.5
77	CN(C)C(=O)N1CCN(C(=O)N2CCOCC2)CC1	7.12	60.0
78	Cc1cc(C)nc(SCC(=O)Nc2ncc3c(n2)CC(C)(C)CC3=O)n1	25.2	-21.7
79	Oc1ccc2oc3c(c2c1/C=N/n1cnnc1)CCCC3	25	-19.2
80	COc1ccc(-n2nc3c(c2NC(=O)c2c(F)cccc2Cl)CS(=O)C3)cc1 (stereo not given)	44	6.4
81	Cc1cccc(OCCNc2nc3c(c(=O)n(C)c(=O)n3C)n2C)c1	38.8	-1.8
82	Cc1ccc(CSc2nc3c(c(=O)[nH]c(=O)n3C)n2CCC(C)C)cc1	46.1	4.6
83	CC(Sc1nc2ccccc2n1C)C(=O)NC(c1ccccc1)c1ccccc1 (stereo not given)	19	-3.8
84	COC(=O)c1c(-c2cccs2)csc1NC(=O)c1cccnc1	25.2	11.8
85	CCOC(=O)C1CCN(S(=O)(=O)Cc2ccc(Cl)cc2)CC1	37	-99.3
86	COc1cccc(OCc2nnc(SC)n2C)c1	23.8	-32.0
87	Cc1cc(Cl)c(S(=O)(=O)Nc2ccccn2)cc1OCC(N)=O	33	-69.5
88	COc1ccc(OC)c(NC(=O)c2cc(-c3ccc(C)cc3O)n[nH]2)c1	50.3	-48.5
89	Cc1cc(C)n(-c2c(F)c(F)c(COC(=O)c3ccccc3)c(F)c2F)n1	25.1	-56.6
90	Cc1cc(Nc2ccc(Cl)cc2)n(-c2ccccc2)n1	21.1	44.4

5 structures already listed, arranged by number of heavy atoms, lowest first:
cpd	mol	Htt clearance grain fraction	Htt clearance
65	CCC(Oc1ccc2ccccc2c1)C(=O)O (stereo not given)	27	-33.8
3	CCOc1ccc(-c2cc(C)n3nc(C(N)=O)cc3n2)cc1	21.2	-5.5
12	CC1=C(C(=O)Nc2ccccn2)C(c2ccccc2)n2ncnc2N1 (stereo not given)	45.4	-26.4
83	CC(Sc1nc2ccccc2n1C)C(=O)NC(c1ccccc1)c1ccccc1 (stereo not given)	19	-3.8
20	Cc1cc(C)cc(N2CCCn3c2nc2c3c(=O)n(CC(=O)OCc3ccccc3)c(=O)n2C)c1	59.5	-37.1

Additional structures
cpd	mol	Htt clearance grain fraction	Htt clearance
91	COCCCNC(=O)c1cccc(OC)c1OC	15.2	21.4
92	O=C(CN1C(=O)c2ccccc2S1(=O)=O)NCCSCc1ccco1	50.6	-37.6
93	COc1ccc2c(c1OC)C(=O)N(c1ncn[nH]1)C2	16.8	10.1
94	COc1cccc(-c2nc(CS(=O)(=O)CC(=O)Nc3cc(C)ccc3C)c(C)o2)c1	18.5	42.5
95	CCOc1ccc(NC(=O)c2ccccc2CO)cc1	11.4	34.4
96	N#CC(c1ccc(Cl)cc1)c1ccc(Cl)nn1 (stereo not given)	22.7	-7.3
97	CN1CCN(c2nc3c(c(=O)[nH]c(=O)n3C)n2CCSc2nc3ccccc3s2)CC1	27.3	18.3
98	CC1CCN(c2nc3c(c(=O)n(C)c(=O)n3C)n2Cc2ccccc2)CC1	27	-38.1
99	COCc1nnc(SCC(=O)Nc2cccc(Cl)c2C)n1-c1ccccc1	31.2	10.8
100	O=C(Nc1ccc(O)cc1)C1CC=CCC1 (stereo not given)	43.9	-19.6
101	COc1ccc2ccccc2c1CN1CCN(C(=O)c2ccccc2)CC1	33.3	9.4
102	COc1ccc(NC(=O)NCc2ccccn2)cc1	31.8	-60.0
103	CC(C)NC(=O)CN(CCc1ccccc1)S(C)(=O)=O	44.2	-13.4
104	CCCOc1ccc(C2C(C(=O)c3ccc(C)o3)=C(O)C(=O)N2Cc2cccnc2)cc1 (stereo not given)	14.6	21.0
105	Cc1csc2c(=O)n3c(nc12)CCCCC3	37.4	-10.4
106	O=c1c2ccccc2c2ccccc2c(=O)n1CC1CCCO1 (stereo not given)	24.4	-10.4
107	N#Cc1c(N)sc(=S)c2c1CCCCC2	15.6	26.4
108	COc1ccc(OC)c(S(=O)(=O)N(C)CC(=O)Nc2ccc3c(c2)OCCO3)c1	17.9	-8.0
109	O=C(Nc1ccccc1F)NC1CCN(Cc2nnnn2Cc2ccc(F)cc2)CC1	25.6	25.1
110	O=C(CSc1nc2c(cnn2-c2ccc(F)cc2)c(=O)[nH]1)N1CCOCC1	34.1	10.5
111	O=C(NC1CCCCC1)c1nc2c(nnn2Cc2ccccc2Cl)c(=O)[nH]1	4.67*	73.7*
112	Cc1coc(C)c1C(=O)CC1(O)C(=O)Nc2cc(Cl)cc(Cl)c21 (stereo not given)	41.1	-11.8
113	CCOC(=O)CC(=O)CSc1nc(N)c(C#N)c(-c2ccc(Cl)cc2)c1C#N	43.4	-17.8
114	Cc1nc(C2CC(=O)OC23CCCCC3)cs1 (stereo not given)	46.2	-3.5
115	COc1ccc(CCNC(=O)C2CC(=O)N(C3CCCC3)C2)cc1OC (stereo not given)	36	-75.6
116	Cc1ccccc1NC(=O)c1cc(N)ccc1N1CCCCC1	18.4	12.7
117	Cc1ccc(SCC(=O)Nc2ccccc2C(=O)O)cc1	23.7	-1.7
118	CCOC(=O)c1oc2ccc(Br)cc2c1NC(=O)CN1CCN(C)CC1	16	21.7
119	CC1(C)CC(=O)C2=C(C1)N(C1CCCCC1)C(=O)C2(O)C(F)(F)F (stereo not given)	19.2	-19.7
120	C/C(=C\c1cc(C(=O)O)c(C)o1)CO	19.6	-9.8
121	Cc1ccc(NC(=O)C2CCN(C(=O)NC3CCCCC3)CC2)cc1	19.5	2.3
122	Cc1c(C(=O)OC2CCCCC2)sc2nc[nH]c(=O)c12	12.6	29.4
123	O=C(c1noc2c1CCc1ccccc1-2)N1CCCc2ccccc21	43.8	-7.9
124	CCOC(=O)N1CCN(c2ccc(C(=O)c3ccccc3)cc2F)CC1	12.8	36.7
125	CC(=O)OCc1cc2cccc(C)c2[nH]c1=O	19.1	45.6
126	CCSC1(SCC)N=C(N)C2(C#N)C(c3ccccc3)NC(C)=C(C)C12C#N (stereo not given)	45.3	-16.2
